TTR transcr act = TTR transcription activation, primary screen; SH-SY5Y TTR promoter Gaussia luciferase, luminescence; 100% = recombinant luciferase protein wells; activation, % at 16.7 µM; actives 1.3% (n = 92,000); AID 1117267;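 active = activation above the mean of all tested compounds plus 3 SD, cut at about 9.5% in these data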;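 also: cells exposed to compounds for one day before reading; 0% = median of all test compound wells on the plate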
Active calls of the source: *. Some of the compounds tested. The share of hits here may be higher or lower than overall.

compound	TTR transcr act
COc1cccc(OCc2cc(C(=O)N3CCN(c4ccccc4O)CC3)no2)c1	11.4*
O=C(NCc1ccccn1)c1cc(-c2ccc(Br)cc2)nc2ccccc12	-2.5
COC(=O)c1c(NS(C)(=O)=O)sc2c1CCCC2	3.1
CC(=O)Nc1cccc(NC(=O)CSc2nn3c(=O)c(C)nnc3s2)c1	0.6
O=C(O)c1cccc(-n2cccc2/C=C2\SC(=O)N(Cc3ccccc3F)C2=O)c1	3.9
COc1cccc2cc(C(=O)OCc3ccccc3)c(=O)oc12	-1.1
Cc1cc(C)n(CC(O)COc2ccccc2Br)n1 (stereo unspecified)	2.6
Cc1ccc(N2CC(C(=O)OCC(=O)c3ccc(F)cc3)CC2=O)cc1 (stereo unspecified)	-0.2
COc1ccc(N2CCC(CNC(=S)Nc3cccc(C)c3)C2)cc1 (stereo unspecified)	-1.2
O=C(NC1CCCCC1)C(c1ccc(F)cc1)N(CCc1ccccc1)C(=O)CN1C(=O)c2ccccc2S1(=O)=O (stereo unspecified)	0.7
Nn1c(SCc2cccc(Cl)c2)nnc1-c1ccncc1	-1.9
COC(=O)c1c(C)oc(C)c1S(=O)(=O)Nc1ccccc1	0.3
OCC1(Cc2ccccc2)CCN(Cc2cc3ccccc3o2)CC1	0.1
CCOC(=O)C1=C(COC(=O)c2cc([N+](=O)[O-])ccc2Cl)NC(=O)NC1C (stereo unspecified)	-1.1
O=C(CSc1nc2ccc(Nc3nc(N4CCOCC4)nc(N4CCOCC4)n3)cc2s1)Nc1ccccc1	-2.1
Cc1ccc(NC2=C(Cl)C(=O)OC2OC(C)C)c(C)c1 (stereo unspecified)	7.6
O=C(OCc1ccccc1)[C@H](Cc1ccccc1)NC(=O)[C@@H]1CC=C[C@@H]2CCN(CCc3ccccc3)C(=O)[C@@H]21	0.5
COc1cc2c(c(OCC(=O)NC(C)C)c1)C(=O)O[C@@H](C)CCCC(=O)CCCCC2	-1.0
COc1cccc(NC(=O)N2CCC(NC(=O)C(Cc3cccc(C)c3)NC(C)=O)CC2)c1 (stereo unspecified)	-0.5
CN(C)c1cc[n+](CCC(=O)Nc2cccc([N+](=O)[O-])c2N)cc1	1.9
CCC(=O)N(CCN1CCOCC1)Cc1cc2cc3c(cc2nc1Cl)OCO3	-1.6
O=C(CN1C(=O)c2ccccc2S1(=O)=O)Nc1ccccc1	3.8
NC(=O)c1ccc(NC(=O)CSc2nnc(-c3ccncc3)n2Cc2ccco2)cc1	0.1
Cc1ccc(NC(=O)c2ccc(NCCCN3CCC(C)CC3)c([N+](=O)[O-])c2)cc1F	-1.0
O=C(NC(NCC1CCCO1)C(Cl)(Cl)Cl)c1cccc2ccccc12 (stereo unspecified)	0.7
CC1=C(C(=O)N(C)C)CC(CC(=O)NCCCN(C)C)C(=O)N1Cc1ccc(F)cc1 (stereo unspecified)	0.7
CN(Cc1cccc(-n2cccn2)c1)Cc1cn(C)nc1-c1ccccc1F	-1.1
Cc1cc[n+]2n1CC(O)C2 (stereo unspecified)	-0.7
Cc1cccc(-c2noc(CNC(=O)c3ccoc3C)n2)c1	0.8
Cc1nn(-c2ccccc2)c2sc(C(=O)OC3CCOC3=O)cc12 (stereo unspecified)	0.5
CC(=O)N1C(=O)C2(Nc3ccccc3N2)c2ccccc21	1.5
Cc1cc(C)cc(NC(=S)N=Nc2c(O)n(C)c3ccc(S(=O)(=O)N4CCOCC4)cc23)c1	1.8
C=CCCC(=O)Nc1nc(C)c(-c2csc(Nc3cc(Cl)ccc3OC)n2)s1	-2.3
C=CCN(c1ccccc1)S(=O)(=O)c1ccc2c(c1)N(C(C)=O)CCO2	-0.9
O=C(/C=C/Nc1ccc(S(=O)(=O)Nc2ncccn2)cc1)c1cccs1	-2.0
COc1ccc(C(=O)Nc2cc([N+](=O)[O-])ccc2N2CCCC2)cc1	0.4
O=C1C=C(c2ccccc2)CCC1	1.6
C=CCOC(=O)COc1ccc2c(C)c(C)c(=O)oc2c1C	0.4
CCOCCCNC(=O)CN(c1cc([N+](=O)[O-])ccc1OC)S(C)(=O)=O	3.1
O=C(CCc1ccccc1)OCC(=O)c1ccc(Br)cc1	0.1
COc1ccccc1C(=O)NCc1nnc(SC(C)C(=O)Nc2nccs2)n1C (stereo unspecified)	0.7
Cc1cccc(NC(=O)Nc2ccc(F)cc2)n1	-0.7
O=C(NCCCN1CCCC1=O)c1cccc(S(=O)(=O)Nc2ccc(F)cc2)c1	-0.7
COc1ccc(NC(=O)CCSc2nnc(C)s2)cc1	-0.2
Cc1cc(C)cc(NC(=O)C(=O)NCC2CCCO2)c1 (stereo unspecified)	-1.9
Cc1ccc(-n2ncc3c(NCCCN4CCOCC4)ncnc32)c(C)c1	-0.2
CC(=O)Nc1cccc([N+](=O)[O-])c1	0.1
C/C(N)=C(/C#N)C(=O)COC(=O)c1cc(-c2cccc3ccccc23)nc2ccccc12	0.1
O=C1NC2(CCN(Cc3ccccc3)CC2)Oc2ccccc21	-0.5
O=C1CCN(CCc2ccccc2)CCN1[C@H](CO)Cc1ccccc1	-0.8

Random excerpt: 4 records from the list, in no set order.
compound	TTR transcr act
O=C1NC2(CCN(Cc3ccccc3)CC2)Oc2ccccc21	-0.5
O=C1CCN(CCc2ccccc2)CCN1[C@H](CO)Cc1ccccc1	-0.8
Cc1cc(C)cc(NC(=O)C(=O)NCC2CCCO2)c1 (stereo unspecified)	-1.9
Cc1ccc(-n2ncc3c(NCCCN4CCOCC4)ncnc32)c(C)c1	-0.2

Remaining list, next part:
compound	TTR transcr act
CCOC(=O)C1CCN(C(=O)c2ccc(OCC(=O)N3CCOCC3)c(OC)c2)CC1	0.5
CCn1c(O)c(N=NC(=O)C(O)c2ccccc2)c2ccccc21 (stereo unspecified)	2.9
COC(=O)c1c(NC(=O)c2ccccc2)sc2c1CC(C)(C)NC2(C)C	1.2
Clc1cccc(-c2nc3ccc(Br)cn3c2Cc2ccccc2)c1	-1.2
CCCCCCCCCCCCN1[C@@H](CC(=O)O)c2cc(F)ccc2S1(=O)=O	-0.5
Nc1[nH]c(C(=O)c2ccccc2)c(-c2ccc(Cl)cc2Cl)c1C(=O)c1ccc(Cl)c(Cl)c1	0.1
Nc1ccc(N2CCCCC2)c(S(=O)(=O)Nc2ccc(Cl)cc2)c1	-1.7
COc1ccc(C2=NN(C(N)=S)C(c3ccccc3)C2)cc1 (stereo unspecified)	2.5
O=S1(=O)C=CC(Sc2nc3ccccc3[nH]2)C1 (stereo unspecified)	-2.4
Cc1ccc(S(=O)(=O)NCCC(=O)NCc2ccccn2)cc1	-0.5
O=C(COc1ccccc1/C=C1\SC(=O)NC1=O)Nc1ccc(F)cc1	-0.6
COc1ccc(CC(=O)N/N=C/c2ccc(-c3cccc(C(=O)O)c3)o2)cc1OC	2.9
Cc1ccccc1NC(=S)NC(=O)CCc1ccccc1	-1.1
O=C(Cc1cccs1)N=Nc1c(O)[nH]c2ccc(Br)cc12	-1.1
Cc1ccccc1C(=O)c1cccn1CC(=O)NC(C)c1ccc2c(c1)OCCO2 (stereo unspecified)	-0.9
O=C1CCCC2=C1C(c1ccncc1)n1c(nc3ccccc31)N2 (stereo unspecified)	-1.7
O=C(O)C1CCN(S(=O)(=O)c2cccc3cccnc23)CC1	-1.6
Clc1ccc(C[n+]2cc(-c3ccccc3)n3c2CCC3)cc1Cl	1.0
C=CCn1c(=NC(=O)c2ccco2)sc2cc(C(=O)OC)ccc21	2.8
COc1ccc(NC(=O)C(=O)c2cn(CC(=O)N3CCCC3)c3ccccc23)cc1	-2.1
CS(=O)(=O)c1ccc(C(=O)NCC2(N3CCCCC3)CCCCC2)cc1	1.1
O=[N+]([O-])c1ccc(O)c(C=NN2CCCCC2)c1	0.4
COC(=O)NC(=S)Nc1ccc(Oc2ccc(Cl)cc2Cl)c(Cl)c1	-0.8
CC1Oc2ccccc2N(CC(=O)NCc2ccccc2)C1=O (stereo unspecified)	-1.4
COC(=O)c1c(C)oc(C)c1S(=O)(=O)Nc1ccc(C(C)C)cc1	-1.8
O=c1c2ccccc2[nH]c2ccccc12	-0.6
Cc1cc(SCCOc2ccccc2)nc(N)n1	-1.3
CCS(=O)(=O)c1ccc2c(c1)N(S(C)(=O)=O)CC(C(=O)NCc1ccccc1OC)O2 (stereo unspecified)	1.3
CN(C)Cc1cc(CCNC(=O)c2ccc(Cl)cc2)ccc1O	3.3
Cc1ccccc1C(=O)Nc1ccc(S(=O)(=O)N2CCCC2)cc1	-1.6

Some of the entries so far, with each value named.
CCS(=O)(=O)c1ccc2c(c1)N(S(C)(=O)=O)CC(C(=O)NCc1ccccc1OC)O2 (stereo unspecified)
  TTR transcr act: 1.3

Cc1ccccc1C(=O)Nc1ccc(S(=O)(=O)N2CCCC2)cc1
  TTR transcr act: -1.6

Next records follow:
compound	TTR transcr act
O=C1c2ccccc2C(=O)N1CCCn1c(=O)oc2ccccc21	-2.4
COc1ccc(-c2csc(NC(=S)NC(=O)/C=C/c3ccco3)n2)cc1Br	-0.3
O=S(=O)(c1ccc2c(c1)OCCO2)N1CCNCC1	1.0
COC1=C(Nc2ccc(OC)cc2)C(=O)C(OC)=C(Nc2ccc(OC)cc2)C1=O	1.1
COc1ccc(Br)cc1/C=N/N1CCN(Cc2ccccc2Cl)CC1	0.9
O=c1ccnc(Sc2ncccc2[N+](=O)[O-])[nH]1	-0.3
C=CCn1c(COC)nnc1SCC(=O)c1ccc(F)cc1	0.2
COc1ccc(C(=O)Nc2cnn(Cc3ccc(Cl)cc3)c2)cc1OC	0.7
Cc1ccc(Oc2ncccc2/C=N/OCc2ccc(Cl)cc2Cl)cc1	2.4
O=C(CCc1ccccc1)NNC(=O)C1CCCCC1	1.9
O=C(Nc1cccc(S(=O)(=O)Nc2ccc(Cl)cc2)c1)c1ccc(Cl)nc1	-5.2
CCOc1ccc(NC(=O)C(=O)NCCN2CCN(C(=O)c3ccc(C)cc3)CC2)cc1	-2.8
COc1cccc(C2C(C(=O)c3ccco3)=C(O)C(=O)N2CCCN2CCOCC2)c1OC (stereo unspecified)	2.6
Cc1cc(-c2ccccc2C(=O)NC2CCCCC2)on1	-0.2
CC1CCN(S(=O)(=O)c2ccc(C(=O)OCc3ccc4c(c3)OCO4)cc2)CC1	4.8
C=CCOC(=O)c1ccccc1C(=O)OCC=C	-0.7
CCOC(=O)[C@]12CCCC=C1N(CCCOC)C(=O)[C@@H]2CC(=O)N1CCSCC1	-0.2
O=c1[nH][nH]c2ccccc2c1=O	-2.1
Cc1nc2ccccc2n1C1CCN(CC(=O)Nc2ccccc2Br)CC1	-3.3
O=C1CC(c2cccc(Cl)c2)c2cc3c(cc2N1)CCC3 (stereo unspecified)	-2.3
CC1(C)CC(=O)C/C(=N/NC(=O)COc2ccc(Cl)cc2Cl)C1	-0.6
COC(=O)[C@@]1(Sc2ccc(C)cc2)CC(=O)N[C@@H]1c1ccc(C(F)(F)F)cc1	1.1
CC1CCN(C(=O)CSc2n[nH]c(-c3cccs3)n2)CC1	0.3
O=C(Cc1ccc(-c2ccccc2)cc1)NCc1ccccc1	-2.2
CC(=O)Oc1cc2c(C(=O)NCc3ccncc3)c(C)oc2c2ccccc12	1.1
O=C(CNC(=O)c1ccc2c(c1)OCO2)NCc1cccs1	-0.6
O=C(CN1C(=O)S/C(=C\c2ccc(C(=O)O)cc2)C1=O)Nc1ccccc1	-0.2
COC(=O)Cc1ccc(OCc2ccc(Cl)nc2)cc1	-1.4
O=S1(=O)CC2NC(=S)N(c3cccc(Br)c3)C2C1 (stereo unspecified)	4.7
S=C(NCCc1ccccn1)Nc1cc(Cl)cc(Cl)c1	4.3
CCC(=O)N1C(Cc2ccccc2)COC1(C)C (stereo unspecified)	1.7
O=C(O)COCC(=O)Nc1cc(C(F)(F)F)cc(C(F)(F)F)c1	-0.6
CCOc1ccc(/C=C(\C(=O)O)c2ccc(S(=O)(=O)N3CCCCC3)s2)cc1OC	6.4
COc1cc(CNc2ccc(N3CCOCC3)c(C(=O)O)c2)ccc1OCC(N)=O	-1.2
CC1CC(=O)N(c2ccc(NCc3ccc(Cl)cc3)c([N+](=O)[O-])c2)C1=O (stereo unspecified)	1.1
CCCCCCCCNCCS(=O)(=O)NCc1ccc(OC)cc1	0.5
O=C(O)c1ccccc1/C=N/Nc1ccc(S(=O)(=O)N2CCOCC2)cc1[N+](=O)[O-]	-2.2
COc1ccccc1CNC(=O)c1nnc(Cc2ccc(Cl)cc2)o1	1.4
CCCOc1ccc(C(=O)N/N=C/c2ccc(-c3ccc(S(=O)(=O)Nc4ncccn4)cc3)o2)cc1	-1.6
CC1CC(C)CN(CCCNC(=O)Cn2ncc3c([nH]c4ccccc43)c2=O)C1 (stereo unspecified)	-1.2
Cc1ccc(C)c(OC(=O)C2CSC3(C)CCC(=O)N23)c1C (stereo unspecified)	3.9
COc1ccc(-c2cc(=O)c3cc(OC)ccc3o2)cc1	2.9
Cc1ccc(C)c(OCCCCN2CCNCC2)c1C	-0.9
N#C/C(=C\N1CCOCC1)S(=O)(=O)c1ccc(Cl)cc1	3.3
CC1=C(C(=O)N2CCCCCC2)CC(CC(=O)NC2CCCCC2)C(=O)N1Cc1ccccc1 (stereo unspecified)	0.5
Cc1ccc(C)c(OCCC(=O)NNC(=O)c2cc(C)oc2C)c1	0.5
COc1cccc(CN2CCN(C(=O)Nc3ccc([N+](=O)[O-])cc3)CC2)c1	-2.6
Cc1ccc(C(=O)O/N=C2\CCS(=O)(=O)c3sccc32)cc1	4.4
CCCC(=O)NC(c1ccc(OC)c(OC)c1)c1c(O)ccc2ccccc12 (stereo unspecified)	-2.1
COc1ccccc1C(=O)N=c1sc2c(C)ccc(OC)c2n1C	0.0
